Screens from PubChem BioAssay.
tim23-1 inh: growth inhibitors of tim23-1 mutant yeast, primary screen, luminescence, uHTS. S. cerevisiae tim23-1 growth, BacTiter-Glo luminescence, 24 h. inhibition, % at 20 µM. hit rate 1.3% among 330,000;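 active = growth inhibition of the mutant yeast at or above 50%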;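 note: temperature-sensitive mutant grown at 25 °C; plate controls were DMSO-treated mutant yeast for no effect and medium wells lacking yeast for full effect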
Mdm2 MdmX PPI: inhibitors of human Mdm2-MdmX association, primary screen, cell-based, luminescence, split luciferase, SaOS-2, uHTS. Protein Mdm4 (Homo sapiens) + E3 ubiquitin-protein ligase Mdm2 (Homo sapiens), …. SaOS-2 split-luciferase Mdm2/MdmX complementation. inhibition, % at 8 µM. hit rate 3% among 330,000;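 active = inhibition of at least 50% at 8 µM in the primary screen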
APJ antagonist: antagonists of human apelin receptor APJ, primary screen, CHO-K1 cells, beta-arrestin complementation, luminescence; hit rate 0.32% among 330,000; inhibition, % at 20 µM; P35414;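 active = inhibition above about 40% at 20 µM, limit read from the data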;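 note: cells challenged with 10 nM apelin-13 agonist together with compound; plate controls were apelin-13 plus DMSO wells for no effect and DMSO wells lacking apelin-13 for full effect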
Target sequence (P35414 whole entry, looked up): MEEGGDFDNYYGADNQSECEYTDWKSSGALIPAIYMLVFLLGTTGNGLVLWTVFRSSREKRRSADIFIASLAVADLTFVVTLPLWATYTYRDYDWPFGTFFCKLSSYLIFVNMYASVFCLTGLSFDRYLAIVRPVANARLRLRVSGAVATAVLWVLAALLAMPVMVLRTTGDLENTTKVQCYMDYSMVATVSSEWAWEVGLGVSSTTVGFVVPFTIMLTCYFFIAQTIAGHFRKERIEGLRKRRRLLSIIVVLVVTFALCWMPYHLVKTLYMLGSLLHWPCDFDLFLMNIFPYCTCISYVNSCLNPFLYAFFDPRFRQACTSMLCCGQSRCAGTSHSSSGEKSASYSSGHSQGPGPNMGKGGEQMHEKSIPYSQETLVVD
UPR CHOP act: activators of apoptotic CHOP UPR arm, primary screen, cell-based, CHO-CHOP luciferase reporter, luminescence, uHTS | UPR activation; percent of tunicamycin response over DMSO baseline | activation, % at 10 µM | hit rate 0.34% among 330,000;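 active = at 10 µM dose, activation of 40% or more, normalized to positive control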;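 note: 100% = tunicamycin at 10 µg/mL and 0% = DMSO alone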
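System: CHO-CHOP luciferase reporter cell line | Buffer or medium: F12 medium containing 10% fetal bovine serum | Doses: One dose, 10 µM in 0.5% DMSO | Times: 6 h compound exposure at 37 °C after overnight seeding | Signal: Luciferase luminescence | Read-out: % activation vs tunicamycin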
CXCR6 block: CXCR6 receptor inhibitors, primary screen, cell-based, beta-arrestin, luminescence, CHO-K1 PathHunter, 1536-well; C-X-C chemokine receptor type 6 (Homo sapiens), O00574; inhibition, % at 20 µM; hit rate 0.36% among 360,000; in the data active = inhibition above about 34%, passing the limit was not always enough;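 note: antagonist mode with CXCL16 agonist at 10 nM final; 0% = 10 nM CXCL16 with DMSO and 100% = unstimulated wells without agonist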
Target sequence (O00574 whole entry, looked up): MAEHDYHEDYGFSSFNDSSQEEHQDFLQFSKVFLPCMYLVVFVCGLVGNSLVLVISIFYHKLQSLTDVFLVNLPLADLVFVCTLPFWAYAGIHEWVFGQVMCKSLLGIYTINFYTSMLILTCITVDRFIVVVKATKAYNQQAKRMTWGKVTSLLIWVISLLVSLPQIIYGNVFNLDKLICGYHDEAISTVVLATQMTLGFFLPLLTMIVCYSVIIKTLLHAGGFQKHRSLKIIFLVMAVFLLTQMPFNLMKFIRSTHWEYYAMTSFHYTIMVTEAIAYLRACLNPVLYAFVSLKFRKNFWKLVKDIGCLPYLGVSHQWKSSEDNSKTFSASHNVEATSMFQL
tim10-1 inh: growth inhibitors of tim10-1 mutant yeast, primary screen, luminescence, uHTS; S. cerevisiae tim10-1 ts strain growth, BacTiter-Glo, 24 h; inhibition, % at 20 µM; hit rate 2.2% among 330,000; AID 463190, 2010;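 active = inhibition of at least 40%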;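 note: mutant grown at 25 °C; 0% = DMSO wells with yeast and 100% = wells holding no yeast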
APJ ag: agonists of human apelin receptor APJ, primary screen, CHO-K1 cells, PathHunter beta-arrestin, luminescence; P35414; 0% DMSO wells, 100% apelin; activation, % at 20 µM; hit rate 0.11% among 330,000; AID 2520, 2010;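 active = activation more than six SD over the plate average, tested at 20 µM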;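 note: 0% = DMSO alone and 100% = apelin-13 at 10 nM; some results filed as inactive read as strong as hits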
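assay system = CHO-K1 APJ beta-arrestin complementation cell line | input = cell density 1000 per well | dosing = compound 20 µM once, DMSO 1% | timing = compound 90 min 25 °C, reagent 1 h | measured by = luminescence from split beta-galactosidase complementation, Galacton Star/Emerald II substrate | read-out basis = APJ agonist activity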
TIM10 inh: growth inhibitors of isogenic TIM10 control yeast, primary screen, counter-screen for tim10-1 yeast inhibitor project, luminescence, uHTS; S. cerevisiae TIM10 strain growth, BacTiter-Glo luminescence, 24 h; inhibition, % at 10 µM; hit rate 1.4% among 330,000; AID 463195, 2010;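 active = inhibition of 40% or more at the single tested concentration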;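 note: wild-type TIM10 isogenic control strain grown at permissive 25 °C; 0% = DMSO yeast wells and 100% = minimal medium wells without yeast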
XBP1 UPR activ: activators of adaptive XBP1 UPR arm, primary screen, cell-based, CHO-XBP1 luciferase reporter, luminescence, uHTS; IRE1-XBP1 UPR activation; percent of tunicamycin response, DMSO as zero; activation, % at 20 µM; hit rate 0.33% among 330,000;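 active = versus positive control, 20 µM dose yields 30% or more activation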;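 note: 100% = tunicamycin at 10 µg/mL and 0% = DMSO only wells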
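Test system: CHO-XBP1 luciferase reporter cells | Buffer or medium: Serum-containing F12 medium, 10% FBS | Schedule: 6 h compound exposure at 37 °C, 5% CO2 | Detection: Steady-Glo luciferase glow luminescence, 10 min after reagent addition | Read-out basis: Activation, % of tunicamycin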
* hit, by the source's call; . = not tested or not shown. Some of the compounds tested; rates above refer to the full screens.

Each structure is followed by: tim23-1 inh	Mdm2 MdmX PPI	APJ antagonist	UPR CHOP act	CXCR6 block	tim10-1 inh	APJ ag	TIM10 inh	XBP1 UPR activ
CCc1nnc(NC(=O)CSc2ccc(Cl)cc2)s1
→ 20	13	15	2.7	-2	7	-2	0	-1
COc1cccc(-c2cc(C(=O)N3CCN(C(=O)c4ccco4)CC3)on2)c1
→ 9	10	-6	0.4	-1	1	1	47*	-2
CC(C)(C)Nc1ncnc2sc(-c3ccccc3)cc12
→ 32	20	-9	1.2	-16	25	4	31	2
C/C(=N\NC(=S)Nc1cc(S(=O)(=O)N2CCOCC2)ccc1Cl)c1ccccc1F
→ 61*	34	9	-2.5	11	41*	2	44*	-5
CN(Cc1cccs1)C(=O)CSc1nc2ccccc2[nH]1
→ 6	-20	6	4.8	0	9	-2	3	-2
COc1cccc(N2CCN(c3ncnc4c3[nH]c3ccccc34)CC2C)c1 (stereo unspecified)
→ 33	100*	-57	-5.6	.	26	19*	13	-11
Cc1ccc(C)c(S(=O)(=O)Nc2ccc(C(=O)NCCCN3CCOCC3)cc2)c1
→ 9	-25	7	0.6	8	0	9	-2	2
Cc1ccc(-c2csc3ncnc(Nc4ccc(N5CCOCC5)cc4)c23)cc1
→ 43	24	11	-0.6	15	40*	-6	29	4
CCOC(=O)c1sc(Nc2nc(C)cc(OC)n2)nc1C
→ 25	6	-7	0.8	-3	-9	-1	23	11
Cc1ccnn1CC(=O)N/N=C/c1ccco1
→ -5	-13	-30	-0.4	-5	13	0	-13	-3
O=C(Cc1ccccc1)N1CCN(C(=O)c2ccc([N+](=O)[O-])cc2)CC1
→ -7	5	4	0.1	-11	16	-3	8	3
Cc1cc(C(=O)COC(=O)c2n[nH]c(=O)c3ccccc23)c(C)n1C(C)C
→ 24	-25	17	1.5	-3	12	-1	16	3
Cc1cc(C)c(/C=C(\C#N)S(=O)(=O)c2ccccc2)[nH]1
→ 14	20	20	-2.1	-1	-6	4	6	-6
CCc1cccc(C)c1NC(=O)COC(=O)Cc1ccsc1
→ 11	-3	1	5.0	1	16	-3	14	2
Cc1c(C(=O)N2CCN(CCc3ccccc3)CC2)oc2ccccc12
→ 33	-27	16	-0.8	2	23	-3	20	-3
CCOc1ccc(C(C(=O)NCC2CCCO2)N(C(=O)c2snc(C(N)=O)c2N)c2ccc(F)cc2)cc1 (stereo unspecified)
→ 32	7	7	-0.2	-2	38	0	14	-3
O=C(CSc1nc2cc(Cl)ccc2s1)NCc1ccc2c(c1)OCO2
→ -8	-10	10	-2.0	4	2	2	-36	-1
Nc1c(C(=O)c2ccccc2)sc2nsc(SCCN3CCCC3)c12
→ 7	19	16	3.5	4	12	-1	-1	-1
CS(=O)(=O)N(CC(=O)N1CCCC1)c1cccc(Cl)c1Cl
→ 9	-1	-4	1.6	9	18	-3	11	-3
O=C(C[n+]1ccc(C(=O)c2ccccc2)cc1)Nc1ccccc1OC(F)F
→ -2	-4	-23	-0.3	-10	3	4	0	-1

Record cards, from the list above. Order of screens: tim23-1 inh | Mdm2 MdmX PPI | APJ antagonist | UPR CHOP act | CXCR6 block | tim10-1 inh | APJ ag | TIM10 inh | XBP1 UPR activ
Shown for `CCOc1ccc(C(C(=O)NCC2CCCO2)N(C(=O)c2snc(C(N)=O)c2N)c2ccc(F)cc2)cc1` (stereo unspecified) : 32 | 7 | 7 | -0.2 | -2 | 38 | 0 | 14 | -3
Shown for `Cc1cc(C)c(/C=C(\C#N)S(=O)(=O)c2ccccc2)[nH]1` : 14 | 20 | 20 | -2.1 | -1 | -6 | 4 | 6 | -6

Further compounds follow.
Each structure is followed by: tim23-1 inh	Mdm2 MdmX PPI	APJ antagonist	UPR CHOP act	CXCR6 block	tim10-1 inh	APJ ag	TIM10 inh	XBP1 UPR activ
Cc1ccc(S(=O)(=O)NC(=O)Nn2c(C)nnc2C)cc1
→ 2	-16	-2	-0.5	0	11	-6	2	-2
Cc1onc(-c2c(F)cccc2Cl)c1-c1nnc(-c2ccc(C(F)(F)F)cc2)o1
→ 1	7	0	0.0	-9	-7	1	-7	1
NS(=O)(=O)c1ccc2nc(NC(=O)C3=COCCO3)sc2c1
→ 13	-39	-2	-2.0	-4	6	-4	0	-4
O=C(C1=C[C@@H](c2ccccc2)C[C@@H](OCCCCO)O1)N1CCN(Cc2ccc3c(c2)OCO3)CC1
→ 27	-12	6	0.7	6	8	-1	13	-1
O=C(Nc1nccs1)c1cc(-c2ccccc2)nc2ccccc12
→ 39	6	-13	1.9	2	34	-1	38	-1
CCC1CCCCN1CCNC(=O)C1CCN(S(=O)(=O)c2c(C)noc2C)CC1 (stereo unspecified)
→ 2	0	1	-0.9	-1	18	-2	6	2
O=C(NC1CCCc2ccccc21)C1CCN(S(=O)(=O)c2ccccc2)CC1 (stereo unspecified)
→ 23	9	8	0.6	1	40*	2	27	-1
COc1ccc(N2CCN(Cc3nc4c(c(=O)[nH]c(=O)n4C)n3Cc3cccc(Cl)c3)CC2)cc1
→ 2	7	17	3.8	10	10	-2	-2	-4
CSCCC(NS(=O)(=O)c1ccc(C)cc1)C(=O)N1CCCCCCC1 (stereo unspecified)
→ 20	0	5	-0.2	-5	21	-2	-3	-2
Cc1nn(-c2cc(C(F)(F)F)ccn2)c(=O)o1
→ -2	17	16	0.4	10	-12	5	2	-2
C/C(=N\NC(=O)c1cc(-c2ccc(C)s2)[nH]n1)c1ccncc1
→ 7	13	-11	3.1	-5	-4	1	-18	5
CCCCNC(=S)NNC(=O)C12CC3CC(CC(C3)C1)C2
→ 18	2	6	2.0	-3	15	-2	10	2
CC1CCCCC1NC(=O)C1CCC(CNS(=O)(=O)c2ccc(F)cc2)CC1 (stereo unspecified)
→ -13	-1	10	-1.1	-6	-19	-1	4	-6
CSc1nccn1C(=O)c1ccccc1[N+](=O)[O-]
→ -1	0	3	0.0	0	-9	0	-4	-6
Cc1ccc(N2CC(NC(=O)C(=O)c3c(C)[nH]c4ccccc34)CC2=O)cc1 (stereo unspecified)
→ -11	23	-36	-0.7	6	-15	-1	7	0
N#CCCn1cc(/C=N/N=C2\NC(=O)C(CC(=O)O)S2)c(-c2ccc(F)cc2)n1 (stereo unspecified)
→ 6	10	8	-2.4	10	-8	-5	-2	0
O=C1OC(Nc2ccc(Br)cc2F)c2ccccc21 (stereo unspecified)
→ 9	10	5	-1.6	-4	0	-1	-3	-3
CN1CCN(c2ccc(NC(=O)CSc3nnnn3-c3ccccc3F)cc2)CC1
→ -25	13	2	0.4	9	-2	-2	-16	-3
O=C(OC1CCOC1=O)c1cccc(S(=O)(=O)Nc2ccc(F)cc2)c1 (stereo unspecified)
→ 1	-3	-3	4.0	-6	30	2	9	-3
CCOC(=O)c1cc(C(=O)Nc2ccc(S(=O)(=O)Nc3ccc(OC)cc3)cc2)nn1C
→ -6	0	-18	-0.4	-4	4	8	9	-4

Another view of part of the listing above:
Structure | tim23-1 inh | Mdm2 MdmX PPI | APJ antagonist | UPR CHOP act | CXCR6 block | tim10-1 inh | APJ ag | TIM10 inh | XBP1 UPR activ
CCC1CCCCN1CCNC(=O)C1CCN(S(=O)(=O)c2c(C)noc2C)CC1 (stereo unspecified) | 2 | 0 | 1 | -0.9 | -1 | 18 | -2 | 6 | 2
O=C(OC1CCOC1=O)c1cccc(S(=O)(=O)Nc2ccc(F)cc2)c1 (stereo unspecified) | 1 | -3 | -3 | 4.0 | -6 | 30 | 2 | 9 | -3

(list continues)
Each structure is followed by: tim23-1 inh	Mdm2 MdmX PPI	APJ antagonist	UPR CHOP act	CXCR6 block	tim10-1 inh	APJ ag	TIM10 inh	XBP1 UPR activ
CC(Oc1ccccc1Cl)C(=O)N1CCCN(C)CC1 (stereo unspecified)
→ -4	14	8	2.8	10	2	-5	-5	0
Cc1ccc(S(=O)(=O)N2CCCCC2)cc1NC(=O)CNC(C)c1ccc(Cl)c(Cl)c1 (stereo unspecified)
→ 19	16	-6	1.9	5	34	2	19	-2
CN(C)c1ccc(/C=C(/NC(=O)c2ccccc2Cl)C(=O)NCCN2CCOCC2)cc1
→ 12	8	-29	4.1	-1	16	2	6	-2
O=C(Cc1ccsc1)Nc1ccc(S(=O)(=O)C(F)F)cc1
→ 8	-17	2	2.6	2	10	-5	6	2
Cc1ccc(-c2nnc(SCC#CCOC(=O)c3ccco3)o2)cc1
→ 17	-25	-10	1.7	-3	17	-5	26	7
Cc1cc(C(=O)NCC(=O)Nc2c(C)cccc2C)c(C)o1
→ 1	2	-1	0.2	6	-5	-4	-1	-8
CCn1c(C)c(C2=CCN(S(=O)(=O)c3ccccc3)CC2)c2ccccc21
→ 21	-14	12	0.6	-4	29	2	35	-2
O=P(c1ccccc1)(c1ccccc1)c1nc(-c2ccccc2)oc1NCc1ccccc1
→ 32	60*	11	-1.0	17	19	-4	25	3
S=C1SCN(CCN2CCOCC2)CN1Cc1ccccc1
→ 9	19	0	129*	8	8	-3	11	1
COc1cc(/C=C/C(=O)Nc2cccc(S(=O)(=O)N3CCOCC3)c2)ccc1OCC#N
→ 15	1	-29	0.1	1	12	8	7	3
CC(C)COc1ccc(C(=O)N(CC(=O)Nc2ccccc2C(F)(F)F)Cc2ccco2)cc1
→ 25	8	21	0.6	13	14	-8	4	-4
Cc1ncc([N+](=O)[O-])n1CC(=O)N/N=C/c1ccccc1F
→ -9	19	5	2.5	0	6	-3	-3	3
CCOC(=O)C1(CC2CC2)CCN(C(=O)c2cc(C3CC3)nc3ccccc23)CC1
→ 18	-3	8	7.9	6	28	0	4	-4
O=C1NC(=O)c2cc3ccccc3cc21
→ -4	8	-3	4.0	3	-3	-3	6	2
